NS3 helicase inh: inhibitors of Hepatitis C virus NS3 helicase; NS3 helicase DNA unwinding, Cy5 molecular beacon fluorescence; inhibition, % at 10.9 µM; 290,000 tested, 0.56% active; AID 1800;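 active = inhibition above the mean of all tested compounds plus 3 SD, set per campaign, cut at about 35% in these data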;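 also: 0% = DMSO wells and 100% = thioflavine S control wells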
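assay system = NS3 helicase fragment of HCV | buffer or medium = MOPS pH 6.5, MgCl2, DTT, Tween20, BSA | timing = 60 min unwinding reaction at 25 °C after ATP addition | signal = Cy5 beacon fluorescence read at start and 1 h | read-out basis = % inhibition of unwinding | control set = low DMSO, high thioflavine S at 110 µM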
M18AAP inhibitor: blocks P. falciparum M18 aspartyl aminopeptidase. recombinant PfM18AAP, H-Glu-NHMec fluorogenic cleavage. inhibition, % at 7.35 µM. 290,000 tested, 1.2% active;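 active = inhibition above the campaign mean inhibition over all tested compounds plus 3 SD, cut at about 28% in these data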;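 also: 0% = plate median of test compound wells and 100% = 2 mM ZnCl2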
VIM-2 inh: blocks Pseudomonas aeruginosa VIM-2 metallo-beta-lactamase; 290,000 tested, 0.89% active; AID 1527; inhibition, % at 5.6 µM; purified VIM-2, nitrocefin hydrolysis, epi-absorbance fluorescence;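 active = inhibition above the mean of all tested compounds plus 3 SD, cutoff set per screening run, cut at about 7.5% in these data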;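 also: red hydrolysis product quenches plate fluorescence so inhibitors raise well fluorescence; 0% = enzyme with DMSO and 100% = DMSO without enzyme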
IMP-1 inh: blocks Pseudomonas aeruginosa IMP-1 metallo-beta-lactamase; AID 1556; inhibition, % at 5.6 µM; purified IMP-1, nitrocefin hydrolysis, epi-absorbance fluorescence; 290,000 tested, 0.45% active;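 active = inhibition above the mean plus 3 SD of all compounds in the same screening run, cut at about 4.5% in these data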;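 also: 0% = IMP-1 with DMSO and 100% = DMSO wells lacking enzyme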
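system = purified recombinant IMP-1 beta-lactamase | amount = 0.2 nM IMP-1, as dispensed | medium = HEPES buffer pH 7.1 with ZnSO4 and Brij 35 | times = 25 °C, 15 min preincubation, 25 min reaction | detection = plate fluorescence quenching by hydrolysis product, ex 480/em 530 nm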
NALP1 yeast inh: inhibitors of NALP1 inflammasome in yeast | S. cerevisiae NALP1/ASC/caspase-1 growth, X-gal OD620, 72 h | inhibition, % at 10 µM | 280,000 tested, 0.61% active | AID 2071; in the data active = inhibition mostly above about 24%, no sharp cut-off; inactive = mostly below about 32%; also: some compounds called inactive have numbers as strong as hits
MEKK2 WT-MEK5: raises or lowers MEK5 binding to wildtype human MEKK2 PB1 domain | bead flow cytometry, Alexa488-MEK5 binding to MEKK2 WT; actives lie on both sides | binding response (% of control), % at 10 µM | 290,000 tested, 1.1% active | AID 1531; in the data active = binding response below about 67% or above about 130%
UBC9 SUMO inh: inhibitors of human SUMOylation (UBC9); P63279; HTRF SUMOylation assay, SAE1/SAE2 + UBC9, in vitro; inhibition, % at 35 µM; 290,000 tested, 0.36% active; AID 2006; in the data active = inhibition above about 50%, passing the limit was not always enough; also: strong numbers were not always called active
Target sequence (P63279 whole entry, looked up): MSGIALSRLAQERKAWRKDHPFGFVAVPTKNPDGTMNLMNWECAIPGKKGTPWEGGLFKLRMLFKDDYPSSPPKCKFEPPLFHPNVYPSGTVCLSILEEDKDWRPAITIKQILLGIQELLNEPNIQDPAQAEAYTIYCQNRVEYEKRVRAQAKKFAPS
MEKK2mut PB1 HTS: signal of MEK5 binding to mutant human MEKK2 PB1 domain; bead flow cytometry, Alexa488-MEK5 binding to MEKK2 mutant; percent response, % at 10 µM; 290,000 tested, 0.35% active; AID 1530; in the data active = percent response above about 24%, passing the limit was not always enough; also: inactives centre near 1; some results filed as inactive read as strong as hits
DNA FID counter: displaces DNA intercalator in HCV helicase counter-screen. 290,000 tested, 0.17% active. AID 1845. inhibition, % at 7.9 µM. DNA fluorescent intercalator displacement, fluorescence; in the data active = inhibition above about 37%;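 also: 0% = vehicle and 100% = reference compound; higher means more ethidium bromide displaced from hairpin DNA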
Active calls of the source: *; / = no result given; [ ] = another dose, or the depositor's remark.

SMILES	NS3 helicase inh	M18AAP inhibitor	VIM-2 inh	IMP-1 inh	NALP1 yeast inh	MEKK2 WT-MEK5	UBC9 SUMO inh	MEKK2mut PB1 HTS	DNA FID counter
Cc1ccc(CNC(=O)C(NS(=O)(=O)c2cccc3nsnc23)C(C)C)cc1 (centres undefined)	5	-13	-1.9	-1.6	20	98	21	2	-15
CC1CCCCC1N=CC1=C(O)CC(C)(C)CC1=O (centres undefined)	-3	1	-3.5	-3.2	0	97	-4	2	-2
C#CCNC(=O)C1=C[C@H](c2ccccc2)C[C@H](OCCCCO)O1	1	5	-1.7	-1.8	-10	96	4	4	-12
Cc1ccc(-n2nnnc2Sc2ccc(S(=O)(=O)NCCN(C)C)cc2[N+](=O)[O-])cc1	-72	1	-1.2	-3.4	29	110	-13	1	26
CCC1CCCCN1CCCNC(=O)Cn1c(=O)c2cccn2c2cccnc21 (centres undefined)	0	-1	1.6	0.3	22	100	19	-2	3
CN1CCN(C(=S)SCC(=O)Nc2nc(-c3ccccc3)c(-c3ccccc3)o2)CC1	-69	5	-4.9	-4.0	12	126	5	18	4
O=C1CSC(c2ccc(Cl)cc2)N1c1cccnc1 (centres undefined)	8	0	-3.4	-1.6	3	105	6	5	-4
Cc1cccc2cc(=O)[nH]c(C)c12	2	0	-2.4	-2.8	4	104	-13	0	-4
COc1ccccc1/C=N/NC(=O)c1sc(C)nc1C	15	5	-4.4	-3.1	14	101	21	7	-6
CCCCn1c(SCC(=O)NC(=O)NCc2ccco2)nc2cc(S(N)(=O)=O)ccc21	12	14	-3.9	-2.3	-3	102	2	3	-31
Cc1csc(SCC(=O)NC2CCCCC2)n1	7	-2	-0.4	-2.4	0	104	8	0	0
Cn1c(=O)n(-c2cccc(Cl)c2)c(=O)c2c3c(sc21)COC(C)(C)C3	0	1	0.1	-0.1	8	100	-1	-3	-13
COc1ccc(OC)c(S(=O)(=O)N2CCC(C(=O)NCc3ccc4c(c3)OCO4)CC2)c1	1	5	-0.2	-4.3	15	109	9	8	-36
CC1(C)Cc2cccc(OCC(=O)Nc3cccnc3Cl)c2O1	-3	3	-3.6	-4.2	-4	90	18	-4	-10
Cc1ccc(NC(=O)NCc2ccc3c(c2)OCO3)c(C)c1	0	-5	-0.4	-0.5	12	95	11	-4	2
Oc1ccccc1-c1nnc(COc2ccc(Cl)cc2Cl)o1	-6	-8	-2.9	-2.0	27	93	-2	0	3
O=C(NCc1ccccc1)C1=C[C@H](c2ccc(Br)cc2)C[C@H](OCc2ccc(CO)cc2)O1	-14	-3	-1.1	0.4	7	76	-7	1	-27
S=C(NCCN1CCOCC1)N/N=C/c1c2ccccc2cc2ccccc12	21	-27	-2.7	-4.8	20	-2.0*[inhibitor]	0	-10	1
Cc1ccc(S(=O)(=O)c2cc(N3CCOCC3)nc(-c3ccccc3)n2)cc1	3	-6	1.6	-0.1	-2	/	-21	/	0
CC1Cc2ccccc2N1C(=O)COc1ccc2c(c1)OCO2 (centres undefined)	0	-2	-2.5	-4.4	-4	102	10	0	-10
Cc1cccc(NC(=O)Nc2ccc([N+](=O)[O-])cc2)n1	-14	-6	-1.4	-0.9	4	98	-14	-3	-2
O=C(NC1CCCCCC1)c1cc2ccccc2oc1=O	3	-6	0.4	0.8	-17	103	-4	1	-18
O=C(Nc1cccnc1)c1ccc(Br)c(S(=O)(=O)N2CCCC2)c1	13	9	-3.4	-4.3	-5	98	8	2	-23
CCCCNCC1C(Oc2ccc(Cl)cc2)C(=O)N1c1ccccc1C (centres undefined)	-78	9	-4.5	-2.0	0	125	-6	1	25
Cc1cc(OCc2cc(C(=O)N(Cc3nccn3C)C(C)C)no2)cc(C)c1Cl	-20	-3	-3.3	-4.0	-22	108	-15	3	-6
CCN1CCN(S(=O)(=O)c2ccc(OC)c(Br)c2)CC1	-12	2	-2.8	-2.1	15	91	6	-11	8
O=c1cc(-c2ccccc2Cl)oc2cccc(O)c12	3	0	-2.5	-3.4	20	99	1	-2	-15
CCOC(=O)c1c(C)[nH]c(C(=O)CSc2nnc(C3CC3)n2N)c1C	4	14	-0.7	-1.3	2	102	-10	-2	-17
O=C(Nc1cccnc1)c1cnc2ccccc2n1	-6	2	1.4	-1.5	4	104	3	13	2
N#CCc1c(C#N)c(N)nc(N2CCN(c3ccc(F)cc3)CC2)c1C#N	0	6	-3.4	-3.6	42	96	-7	-5	0
COc1ccc2c(c1)SCC/C2=C\CN1C(=O)CCC1=O	12	0	1.1	-4.1	21	115	4	-1	-15
COC(=O)C1CCN(C(=O)c2oc3c(Cl)cc(C)cc3c2C)CC1	0	-6	-1.6	-3.7	13	101	10	9	-50
COc1ccc(C(=O)CSC#N)cc1OC	-13	2	1.3	1.3	4	77	10	-17	-6
O=C(NCCC1=CCCCC1)c1ccc(F)cc1	-4	-9	-0.6	-2.3	22	101	-5	2	-7
Cn1nnnc1SCCOc1ccc(C#N)cc1	-2	-7	-0.8	-2.5	11	100	5	-1	3
CC(C)(/C=N/NC(=O)CSCc1ccccc1Cl)CCC#N	-4	-4	-1.1	-0.7	28	95	5	-1	-4
COc1cc(N)c(Cl)cc1C(=O)OCC(=O)c1cccs1	0	3	0.9	-3.7	13	98	-7	-4	-9
COc1cc(NC(=O)c2cc(C)nc3ccccc23)cc(OC)c1	-25	6	-0.8	-2.5	-4	117	5	7	-7
O=C(Nc1cccc(-c2ccc3nncn3n2)c1)C(F)(F)F	-7	1	8.0*	-4.1	-9	101	8	7	-4
Cc1ccc(N(C(=O)CNC(=O)c2cccs2)C(C(=O)NC2CCCC2)c2ccncc2)cc1 (centres undefined)	8	-5	-5.0	-3.3	2	98	-10	2	-37
C/C(=N\NC(=O)c1ccccc1)c1ccc2c(c1)OCO2	7	-2	-3.9	-5.8	-7	97	7	0	-4
CCCn1c(=O)c(C(=O)Nc2ccccc2C(=O)OCC)c(O)c2ccccc21	0	2	-2.5	-4.7	18	114	23	8	1
Cc1ccccc1-n1nnnc1SCC(C)C	-3	-3	0.7	-0.8	11	93	-2	-2	2
O=C(Nc1ccccc1N1CCOCC1)c1cc2c(s1)CCCCC2	2	-6	0.9	-1.4	1	67	1	-13	-6
O=C(Nc1nccs1)c1cc(-c2ccccc2)nc2ccccc12	-1	-4	-6.2	-3.8	19	101	-9	-1	-20
Cc1ccc(/C=C/C(O)=C2/C(=O)N(C)C3(C)CC2c2ccccc2O3)cc1 (centres undefined)	-4	2	-2.3	-2.9	4	93	22	-5	-15
O=C(NCCN1CCCCC1)c1ccc(=O)oc1	-5	-5	-0.9	-0.6	-6	102	9	1	-2
c1nnc(NC2=NCCC2)s1	10	-5	0.6	-3.3	15	111	22	5	5
CCc1ccccc1-n1c(-c2ccncc2)n[nH]c1=S	0	30*	0.3	-3.3	-13	103	15	9	-2
O=C(/C=C/c1ccc(F)cc1)NC(Cc1c[nH]c2ccccc12)C(=O)O (centres undefined)	8	-1	-0.5	-1.4	3	100	12	3	-31
COc1cc(NS(=O)(=O)c2ccc(NC(=O)C3CCCO3)cc2)nc(OC)n1 (centres undefined)	-1	4	-0.4	-4.8	12	102	2	4	11
CCOc1ccc(Cn2c3ccc(OC)cc3c3nc4ccccc4nc32)cc1	-7	2	-5.0	-2.0	29	96	32	-1	-3
O=C(N1CCOCC1)C12CCC3CC(CC(C3)C1)C2	-12	11	-3.0	-1.8	3	115	21	10	-2
COc1cccc(N=c2oc3cc(O)ccc3cc2C(=O)NCC2CCCO2)c1 (centres undefined)	2	2	2.1	-0.4	10	88	6	-14	2
CCNC(=O)NC(=O)C(C)SCc1ccccc1C (centres undefined)	-3	3	-2.7	-1.9	-13	98	-2	4	-7
COc1ccc(S(=O)(=O)N(Cc2ccco2)Cc2cc3ccccc3[nH]c2=O)cc1	-2	-2	0.4	-0.6	-8	101	11	9	-33
O=c1c2cc(Br)ccc2nc2n1CCCCC2	-1	-6	-1.2	-1.1	-4	107	9	0	-5
CNS(=O)(=O)c1ccc(CCC(=O)N2CCOCC2)cc1	-11	-18	0.2	0.3	/	107	/	3	-8
CCCN(CCO)Cc1cccc(Cl)c1	17	0	-2.4	-3.5	13	96	6	-4	4
CCOCC(=O)Nc1ccc2c(c1)OCCO2	11	5	-3.6	0.8	4	102	0	4	-27

Ordered by heavy-atom count (low to high): part of the list above
SMILES	NS3 helicase inh	M18AAP inhibitor	VIM-2 inh	IMP-1 inh	NALP1 yeast inh	MEKK2 WT-MEK5	UBC9 SUMO inh	MEKK2mut PB1 HTS	DNA FID counter
CCCN(CCO)Cc1cccc(Cl)c1	17	0	-2.4	-3.5	13	96	6	-4	4
O=c1c2cc(Br)ccc2nc2n1CCCCC2	-1	-6	-1.2	-1.1	-4	107	9	0	-5
O=C(N1CCOCC1)C12CCC3CC(CC(C3)C1)C2	-12	11	-3.0	-1.8	3	115	21	10	-2
COc1cc(NS(=O)(=O)c2ccc(NC(=O)C3CCCO3)cc2)nc(OC)n1 (centres undefined)	-1	4	-0.4	-4.8	12	102	2	4	11

The listing continues:
SMILES	NS3 helicase inh	M18AAP inhibitor	VIM-2 inh	IMP-1 inh	NALP1 yeast inh	MEKK2 WT-MEK5	UBC9 SUMO inh	MEKK2mut PB1 HTS	DNA FID counter
COc1cccc(C(C#N)N2CCCCC2)c1O (centres undefined)	1	18	-3.5	-0.8	6	97	-6	-2	-2
COc1cccc(C(=O)/C=C/Nc2cc(C)ccc2O)c1	28	68*	-0.6	-0.3	-1	89	6	-4	-27
Cc1cccc(NS(=O)(=O)c2cnc[nH]2)c1	1	-11	-1.0	-5.2	18	100	24	0	-4
CC(=O)N1CCc2cc(S(=O)(=O)NCCC(=O)N3CCN(Cc4ccccc4)CC3)ccc21	11	-6	-2.0	-5.4	2	101	-11	-1	-16
CC1Cc2cc(/C(O)=C3/C(=O)C(=O)N(CC4CCCO4)C3c3ccco3)ccc2O1 (centres undefined)	-3	6	-0.7	-2.5	2	107	5	10	-17
CN(C)c1ccc(CNn2cnnc2SCC(=O)NC(C)(C)C)cc1	6	2	-6.1	-2.6	15	93	1	-10	1
CC(=O)c1nc2ccccc2n1Cc1ccccc1	7	2	-0.2	-0.6	10	109	19	7	-13
CCOC(=O)c1nnc(-c2ccccc2)o1	4	-3	-4.3	-4.8	17	100	-7	0	5
COc1ccc(OC)c(-c2csc(NC(=O)CSc3ccc([N+](=O)[O-])cc3)n2)c1	2	0	-4.3	-2.5	33	110	-18	0	5
Cc1ccc(C(=O)N2CCC(Cc3ccccc3)CC2)cc1[N+](=O)[O-]	-6	-3	-0.9	-0.5	-4	104	-3	-1	-19
Cc1nnc(SCC(=O)NC2CCS(=O)(=O)C2)n1Cc1ccccc1 (centres undefined)	14	-14	-1.2	-2.4	6	101	-17	-4	-1
CCOc1ccc2[nH]cc(C(=O)NCc3ccc(F)cc3)c(=O)c2c1	-16	0	-2.2	-3.3	16	103	11	6	1
CCn1c(CC(=O)Nc2ccc(F)cc2)nnc1SCC(=O)Nc1nnc(C)s1	19	3	-0.5	-7.1	1	97	4	2	-22
CN(C(=O)CS(=O)(=O)Cc1ccccc1Cl)c1ccccc1	0	-7	-1.7	-3.3	6	85	22	-41	-5
O=C(NCc1ccco1)Oc1ccccc1	0	0	-2.8	0.0	8	109	10	9	5
